Compound activity as filed in PubChem.
CRFBP-R2 agonist – agonists of CRF-BP/CRF-R2 complex, primary screen, cell-based, HEK293, calcium dye fluorescence, uHTS; CRF-binding protein / CRF receptor 2 complex (human); calcium dye fluorescence (FLIPR); percent of saturating CRF peptide response; activation, % at 13.2 µM; 350,000 tested, 0.46% active; AID 588473, 2011;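 active means activation of at least 50%, plus an integration ratio under a set limit after plate pattern correction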;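 further: plate controls were neutral control wells without compound for no effect and CRF at EC100 for full effect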
M1 PAM parental – nonselective calcium activators in parental CHO-K1 cells, primary screen, counter-screen for M1 PAM project, cell-based, Fluo-8 calcium fluorescence, full deck, 1536-well. ATP EC20; 0% at ATP EC20, 100% at ATP max. activation, % at 3 µM. 360,000 tested, 0.02% active;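 active means activation above the run cutoff, the mean activation of all test compounds plus 3 SD, cut at about 40% in these data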;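 further: peak over basal fluorescence ratio in a 140 s read after ATP addition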
M5 antag – human M5 muscarinic receptor antagonists, primary screen, CHO cells, Fluo-8 calcium fluorescence. 360,000 tested, 0.59% active. AID 624040, 2012. CHO-hM5 cells, ACh EC80. inhibition, % at 3 µM;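 active means inhibition above a per-plate cutoff, the mean of that plate's test compounds plus 3 SD, cut at about 27% in these data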;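 further: 0% = acetylcholine EC80 with DMSO and 100% = DMSO without agonist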
M5 PAM – human M5 muscarinic receptor positive allosteric modulators, primary screen, CHO-K1 cells, Fluo-8 calcium fluorescence; CHO-K1 hM5, ACh EC20 PAM; 0% = ACh EC20, 100% = ACh EC100; activation, % at 3 µM; 360,000 tested, 0.3% active; AID 624038, 2012; Muscarinic acetylcholine receptor M5 (Homo sapiens), P08912;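 active means activation above the run cutoff, the mean activation of all test compounds plus 3 SD, cut at about 18% in these data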
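Measured by: Fluo-8 calcium fluorescence; material: human M5 receptor in CHO-K1 cells; schedule: Post-acetylcholine fluorescence recording 140 s; benchmarks: low control EC20 acetylcholine (0%), high control EC100 acetylcholine (100%); read-out: Max/basal fluorescence ratio as % of EC20–EC100 ACh window; compound: single dose, 3 µM nominal final test concentration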
CRFBP-R2 block – antagonists of CRF-BP/CRF-R2 complex, primary screen, cell-based, HEK293, calcium dye fluorescence, uHTS. CRF-induced calcium fluorescence. 350,000 tested, 0.59% active. inhibition, % at 11.8 µM;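 active means inhibition of the ligand-induced calcium signal above about 50% at the single tested concentration, limit read from the data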
M4 PAM – human M4 muscarinic receptor positive allosteric modulators, primary screen, CHO-K1 cells, Fluo-8 calcium fluorescence | CHO-K1 hM4/Gqi5, ACh EC20; 0% = ACh EC20, 100% = maximal ACh | Muscarinic acetylcholine receptor M4 (Homo sapiens), P08173 | AID 624126, 2012 | activation, % at 3 µM | 360,000 tested, 0.4% active;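 active means activation above its plate's cutoff, the mean activation of sample wells plus 3 SD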; further: some results filed as inactive read as strong as hits
Target sequence (P08173 whole entry, looked up): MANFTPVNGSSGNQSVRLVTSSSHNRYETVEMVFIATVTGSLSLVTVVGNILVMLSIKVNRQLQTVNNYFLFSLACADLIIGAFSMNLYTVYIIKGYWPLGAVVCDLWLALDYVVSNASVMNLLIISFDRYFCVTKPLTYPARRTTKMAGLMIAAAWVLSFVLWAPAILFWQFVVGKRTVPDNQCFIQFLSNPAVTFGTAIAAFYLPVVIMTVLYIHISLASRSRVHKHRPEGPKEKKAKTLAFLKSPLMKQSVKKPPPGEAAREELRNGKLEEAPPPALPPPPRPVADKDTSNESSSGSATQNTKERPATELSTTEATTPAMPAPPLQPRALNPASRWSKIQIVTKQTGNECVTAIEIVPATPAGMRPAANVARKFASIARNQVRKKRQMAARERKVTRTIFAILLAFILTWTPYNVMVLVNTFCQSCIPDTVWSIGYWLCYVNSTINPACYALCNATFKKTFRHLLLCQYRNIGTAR
TAAR1 agonist – human TAAR1 agonists, primary screen, Fluo-8 calcium fluorescence, CHO RD-HGA16 cells | Trace amine-associated receptor 1 (Homo sapiens), Q96RJ0 | vehicle wells 0%, saturating PEA agonist 100% | activation, % at 3 µM | 360,000 tested, 0.99% active;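 active means activation above the mean activation of all test compounds in the run plus 3 SD, cut at about 38% in these data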
Target sequence (Q96RJ0 whole entry, looked up): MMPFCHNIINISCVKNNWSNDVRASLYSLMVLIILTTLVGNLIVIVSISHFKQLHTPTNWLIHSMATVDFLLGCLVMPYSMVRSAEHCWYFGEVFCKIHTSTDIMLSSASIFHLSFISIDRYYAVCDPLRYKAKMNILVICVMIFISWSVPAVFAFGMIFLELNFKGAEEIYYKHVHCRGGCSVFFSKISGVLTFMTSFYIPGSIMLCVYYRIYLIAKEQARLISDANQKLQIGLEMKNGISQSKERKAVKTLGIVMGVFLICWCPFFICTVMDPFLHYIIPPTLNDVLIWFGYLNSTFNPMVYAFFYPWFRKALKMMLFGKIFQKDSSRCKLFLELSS
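Test system: RD-HGA16 (CHO) cells co-expressing Gα16 and hTAAR1 | Doses: Single dose, 3 µM | Schedule: 17-24 h seeding, 75 min 37 °C dye, 30 min RT | Evaluation: % activation from peak over basal fluorescence ratio, DMSO-to-PEA scaled | Technique: Kinetic Fluo-8 calcium fluorescence | Benchmarks: Low control DMSO, high control PEA (EC100)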
TAAR1 antag – human TAAR1 antagonists, primary screen, Fluo-8 calcium fluorescence, CHO RD-HGA16 cells. 360,000 tested, 1.5% active. AID 624466, 2012. inhibition, % at 3 µM. Trace amine-associated receptor 1 (Homo sapiens), Q96RJ0. antagonist;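 active means inhibition above a per-plate cutoff, the mean inhibition of test compounds on that plate plus 3 SD, cut at about 49% in these data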;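 further: 0% = DMSO plus EC80 beta-PEA response and 100% = DMSO alone without agonist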
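Test system: hTAAR1-expressing CHO RD-HGA16 cells, Gα16-coupled; Probe or stimulus: EC80 β-phenethylamine stimulus; Compound dosing: single nominal final test compound concentration of 3 µM; Timing: 140 s kinetic read after compound, 140 s after agonist; Signal: Fluo-8 calcium-sensitive fluorescence; Measure: % inhibition of agonist calcium response; Controls: DMSO and EC80 PEA controls.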
CHRM5 agonist – human M5 muscarinic receptor agonists, primary screen, CHO-K1 cells, Fluo-8 calcium fluorescence. activation, % at 3 µM. Muscarinic acetylcholine receptor M5 (Homo sapiens), P08912. CHO-K1 hM5 cells; 0% DMSO wells, 100% maximal acetylcholine response. AID 624037, 2012. 360,000 tested, 0.19% active;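 active means activation above the run's mean over test compounds plus 3 SD, cut at about 23% in these data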;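 further: signal is peak over basal fluorescence ratio across the kinetic read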
Active calls of the source: *; x = not tested or not shown. Compounds were not picked by outcome; about 4.2% have a hit in one of these screens.

Values run as follows: M1 PAM parental	CRFBP-R2 agonist	M5 antag	M5 PAM	M4 PAM	CRFBP-R2 block	CHRM5 agonist	TAAR1 antag	TAAR1 agonist
NC(CS(=O)O)C(=O)O (stereo not drawn)
  2	-0.4	1	1	-1	11	2	-9	1
O=C(C[C@H]1C/C=C\CC[C@H](Cc2ccc(F)cc2)C(=O)O[C@@H](c2ccccc2)CNC1=O)N[C@H](CO)Cc1ccccc1
  19	7.7	2	1	4	-6	7	56*	53*
CC(C)CN(C(=O)COC(=O)CN1C(=O)c2ccccc2C1=O)c1c(N)n(Cc2ccccc2)c(=O)[nH]c1=O
  4	0.3	5	0	0	-2	1	-10	3
O=S(Cc1ccccc1)CC(O)(c1ccc(Cl)cc1)c1ccc(Cl)cc1 (stereo not drawn)
  10	-1.5	3	-7	-4	-9	-5	2	3
O=C(c1ccc(Cl)cc1)C1CCCN(Cc2cnn(-c3ccccc3)c2)C1 (stereo not drawn)
  18	4.9	9	-17	-13	-26	-14	-1	12
O=C(N/N=C/c1ccccc1C(F)(F)F)c1ccc(O)cc1
  -8	-0.5	-7	6	-6	1	1	-17	4
CN(C)c1ccc(C(=O)NNC(=O)Nc2ccccc2)cc1
  16	5.8	13	-10	-1	-24	-2	-1	5
CCOc1ccccc1C(=O)Nc1ccc(S(=O)(=O)Nc2cc(OC)nc(OC)n2)cc1
  6	-1.9	-7	5	16	-7	-5	-7	-2
Cc1cccc(C)c1NC(=O)c1ccccc1C(=O)O
  6	1.0	12	-5	2	5	-2	-2	1
Cc1noc(NS(=O)(=O)c2ccc(NC(=O)CCCOc3ccc(Cl)cc3Cl)cc2)c1C
  9	0.8	0	3	-6	24	0	-12	8
CC(C)C[C@@H](CN)NC(=O)c1nc[nH]c1C(=O)N[C@@H](C)C(=O)CNC[C@H](C)NC(=O)c1nc[nH]c1C(=O)N[C@@H](Cc1ccccc1)C(=O)O
  -9	0.4	-3	1	-2	-15	1	5	0
CCN(C(=O)COC(=O)c1ccc(Cl)c(S(=O)(=O)N2CCCCC2)c1)C1CCS(=O)(=O)C1 (stereo not drawn)
  26	1.3	-6	1	18	-8	7	-10	4
COc1ccc(OC)c(NC(=O)COC(=O)/C=C/c2ccccc2Cl)c1
  10	0.5	5	-3	3	-3	-2	5	1
Cc1cc(-c2ccc(S(=O)(=O)N3CCc4ccccc4C3)s2)on1
  -8	0.0	5	4	1	8	-3	24	2
CN(C)CCOC1c2ccccc2CSc2ccccc21 (stereo not drawn)
  5	-0.3	99*	-28	-16	-2	-19	6	17
NS(=O)(=O)c1ccc(S(=O)(=O)N2CCCC(c3ccccc3)C2)cc1 (stereo not drawn)
  3	-1.0	9	-12	0	-11	4	14	8
CC1CN(C(=O)c2cc3c(=O)n4ccccc4nc3s2)CC(C)O1 (stereo not drawn)
  -17	-0.1	-4	5	15	-6	1	-10	6
O=C(OC(C(=O)Nc1ccc([N+](=O)[O-])cc1Br)c1ccccc1)c1ccccc1 (stereo not drawn)
  -10	-1.1	5	4	2	-1	-6	-51	2
N#CC(C#N)=CNc1cccnc1
  20	-0.7	2	1	6	-3	3	-5	0
O=C(CCOc1ccccc1)N1CCN(S(=O)(=O)c2cccs2)CC1
  1	-3.6	-1	1	-2	23	-5	16	16

Next compounds follow:
Values run as follows: M1 PAM parental	CRFBP-R2 agonist	M5 antag	M5 PAM	M4 PAM	CRFBP-R2 block	CHRM5 agonist	TAAR1 antag	TAAR1 agonist
CC(C)=NOCC(=O)Nn1c(COc2ccccc2)nc2ccccc2c1=O
  5	-1.6	4	-6	-7	19	3	2	1
Cc1cccc(N2C(=O)CC(N3CCOCC3)C2=O)c1 (stereo not drawn)
  9	0.3	-8	2	3	8	-3	-3	8
CCOC(=O)c1c(C)c(C#N)c2c3ccccc3ccn12
  10	1.6	6	-5	0	-28	3	15	7
O=C(NC(=S)Nc1ccc(S(=O)(=O)Nc2ccccc2)cc1)C1CC1
  21	-0.2	-8	6	0	-11	0	8	7
COc1cc(C2C(C#N)=C(N)Oc3cc(O)ccc32)cc2c1OCO2 (stereo not drawn)
  -2	10	9	-9	8	-9	3	0	10
COc1ccc(OC)c(NC(=O)Nc2ccc(O)c3ccccc23)c1
  15	-2.0	13	0	-4	13	-2	19	2
CCOC(=O)c1sc(NC(=O)C(C)C)c(C#N)c1C
  30	3.0	1	-3	0	-62	-2	-5	2
Cc1coc2c(C)c3oc(=O)cc(-c4ccccc4)c3cc12
  16	2.0	-8	-4	-4	-2	-4	15	1
O=C(CNC(=O)c1ccc2c(c1)OCO2)N/N=C(Br)/C=C/c1ccccc1
  13	-1.2	-6	-3	4	-4	-6	8	41*
Cc1cc2c(c(=O)n1C)C(Cc1ccccc1)C(C#N)=C(N)O2 (stereo not drawn)
  -2	3.4	0	2	4	20	-2	-25	5
CCCCNC(=O)C1(C)CCCCN1C(=O)c1c(F)ccc(C)c1F (stereo not drawn)
  -9	x	3	0	0	x	-3	4	0
CC1CCCCC1NC(=O)c1cccc(NC2=NC3CS(=O)(=O)CC3S2)c1 (stereo not drawn)
  6	2.0	-2	2	8	2	-1	-10	1
CN(C)CCOC(=O)C1(c2ccccc2)CCCC1
  13	0.2	86*	-20	-25	3	-8	-1	14
CCOC(=O)C1=C(N)Oc2cc(O)ccc2C1c1cccc(Cl)c1 (stereo not drawn)
  6	1.4	-5	-3	7	18	1	20	-1
Nc1ccn(CC(=O)NCCc2ccccn2)c(=O)n1
  -13	0.0	6	-4	11	4	3	-8	15
NC(=O)c1ccc(N2CCN(S(=O)(=O)c3ccccc3)CC2)c([N+](=O)[O-])c1
  -16	0.2	29*	-26	-18	-3	11	34	9
COc1ncnc2c1ncn2CCCN(CCCc1ccccc1)CCCn1cnc2c(OC)ncnc21
  22	-1.2	-2	6	4	2	-2	-9	-1
CC1CCN(C(=O)C2CCCN(S(=O)(=O)c3ccc4c(c3)CC(C)N4C(=O)C3CC3)C2)CC1 (stereo not drawn)
  8	-4.2	-3	-7	2	-17	1	-4	1
C[C@H]1CN=C(Nc2ccccc2)N1CC1CCCCC1
  15	-0.8	-3	4	3	7	-2	9	5
COC(=O)CNC(=O)COC(=O)Cc1ccc(Cl)cc1
  11	0.5	0	4	-6	8	1	13	3

Carrying on.
Values run as follows: M1 PAM parental	CRFBP-R2 agonist	M5 antag	M5 PAM	M4 PAM	CRFBP-R2 block	CHRM5 agonist	TAAR1 antag	TAAR1 agonist
O=C(c1ccccc1)N1CCN(c2ncnc3c(-c4ccccc4)nsc23)CC1
  26	0.9	-6	5	2	-18	0	-4	4
Cc1nn(C(C)C(=O)Nc2ccccc2Cl)c(=O)c2nn(-c3ccccc3)c(C)c12 (stereo not drawn)
  8	0.1	-4	7	2	1	-3	-25	0
O=C(OCn1nnc2ccccc2c1=O)C1=COCCO1
  19	0.1	-3	1	-2	17	-3	11	5
CCC(=O)Nc1ccc(S(=O)(=O)c2ccc(NC(=O)CC)cc2)cc1
  9	-1.1	5	-4	3	28	1	15	4
O=C(Nc1nc2ccccc2n1CCN1CCOCC1)c1cn(-c2ccccc2)nc1-c1ccccc1
  17	-0.6	6	-2	-5	-18	1	54*	32
CN(C)c1ccc(C(=O)C(O)c2ccccc2Cl)cc1 (stereo not drawn)
  -9	-1.6	2	-3	-7	-9	-8	-10	0
COc1ccc(C=O)cc1Cn1c(=O)n(CCC(=O)NCc2ccco2)c(=O)c2sccc21
  12	-0.3	11	-1	3	-17	1	-8	-2
O=C(Nc1ccc(Br)cn1)C1CCN(S(=O)(=O)c2cccs2)CC1
  10	-1.5	7	-11	-7	8	3	-22	1
NC(=O)c1c(NC(=O)c2cnccn2)sc2c1CCCC2
  -11	0.8	11	-1	8	2	-4	-6	6
COc1ccc(CN2C(=O)C(CC(=O)NCCCCc3ccccc3)CC(C(=O)N(C)C)=C2C)cc1 (stereo not drawn)
  17	0.2	-6	3	5	-1	-2	-3	0
O=C(Nc1ccc(-c2nnc(-c3ccccc3)o2)cc1)C1CCCO1 (stereo not drawn)
  5	-1.3	2	0	4	3	2	17	7
C/C(=N\NC(=O)c1nnn(-c2nonc2N)c1CN(C)c1ccccc1)c1ccccc1O
  -8	-0.4	-5	-4	-5	8	0	16	0
COCCN(C(=O)CCC(=O)Nc1ccccn1)C(C(=O)NCCC(C)C)c1ccc(OC)cc1 (stereo not drawn)
  21	0.2	4	1	12	-8	-2	-4	2
CC1(C)CCc2cc(-c3ccnc(=S)[nH]3)ccc2O1
  16	-2.5	23	-20	-28	4	-7	-34	-1
COc1cc(/C=N/OCC(=O)NC2CCCCC2)ccc1OCc1ccccc1
  2	1.6	3	-12	-14	18	0	9	3
CCOC(=O)c1c(C(=O)OCC)c(C)n(CCc2ccc(OC)c(OC)c2)c1C
  12	-1.7	-3	-4	-3	-14	1	-23	3
Cc1cc(C)cc(NC(=O)C(=O)NCCc2c[nH]c3ccccc23)c1
  20	-7.1	9	-5	3	27	-1	-14	-2
CCN1C(=O)[C@@H]2[C@@H](c3ccc(-c4ccc(Cl)c(Cl)c4)c(OC)c3)N3CCCC[C@@]3(C(=O)OC)[C@@H]2C1=O
  9	2.4	3	7	4	-2	1	-1	-1
Cc1ccc(Cl)cc1N1CCN(Cc2nc3ccsc3c(=O)[nH]2)CC1
  -5	0.7	12	-5	10	-5	-4	12	3
COc1ccc(-c2cc3nc(C)c(CCC(=O)N4CCN(c5ccccn5)CC4)c(C)n3n2)c(OC)c1
  -1	-2.6	-13	8	-2	18	5	-4	8
CC(C)NC(=O)c1ccc2c3n(nc2c1)-c1ccccc1CO3
  13	-1.3	15	-4	6	1	-1	7	4
CC1CC(=O)Nc2ccccc2N1S(=O)(=O)c1cccc(Cl)c1 (stereo not drawn)
  18	-2.0	8	-5	0	-9	-4	-2	1

Sorted by SMILES length (descending): part of the list above.
Values run as follows: M1 PAM parental	CRFBP-R2 agonist	M5 antag	M5 PAM	M4 PAM	CRFBP-R2 block	CHRM5 agonist	TAAR1 antag	TAAR1 agonist
O=C(c1ccccc1)N1CCN(c2ncnc3c(-c4ccccc4)nsc23)CC1
  26	0.9	-6	5	2	-18	0	-4	4
Cc1ccc(Cl)cc1N1CCN(Cc2nc3ccsc3c(=O)[nH]2)CC1
  -5	0.7	12	-5	10	-5	-4	12	3
CN(C)CCOC(=O)C1(c2ccccc2)CCCC1
  13	0.2	86*	-20	-25	3	-8	-1	14
